Source: PubChem
ALOX12 inh: Primary qHTS assay for inhibitors of human arachidonate 12S-lipoxygenase (ALOX12): Round 2; Polyunsaturated fatty acid lipoxygenase ALOX12 (Homo sapiens), P18054; purified 12hLO, xylenol orange hydroperoxide absorbance; Potency, µM (titrated, usually from 108 µM), without a hit: top-dose activity change, negative = inhibition, hits mostly inhibitors; 580,000 tested, 1.1% active; AID 1671190, 2021; active = well fitted inhibition curve with a large enough effect; inconclusive = small, poorly fitted or top-dose-only effect, or another doubt; inactive = no such curve, though single readings can be large or run the other way
Target sequence (P18054 whole entry, looked up): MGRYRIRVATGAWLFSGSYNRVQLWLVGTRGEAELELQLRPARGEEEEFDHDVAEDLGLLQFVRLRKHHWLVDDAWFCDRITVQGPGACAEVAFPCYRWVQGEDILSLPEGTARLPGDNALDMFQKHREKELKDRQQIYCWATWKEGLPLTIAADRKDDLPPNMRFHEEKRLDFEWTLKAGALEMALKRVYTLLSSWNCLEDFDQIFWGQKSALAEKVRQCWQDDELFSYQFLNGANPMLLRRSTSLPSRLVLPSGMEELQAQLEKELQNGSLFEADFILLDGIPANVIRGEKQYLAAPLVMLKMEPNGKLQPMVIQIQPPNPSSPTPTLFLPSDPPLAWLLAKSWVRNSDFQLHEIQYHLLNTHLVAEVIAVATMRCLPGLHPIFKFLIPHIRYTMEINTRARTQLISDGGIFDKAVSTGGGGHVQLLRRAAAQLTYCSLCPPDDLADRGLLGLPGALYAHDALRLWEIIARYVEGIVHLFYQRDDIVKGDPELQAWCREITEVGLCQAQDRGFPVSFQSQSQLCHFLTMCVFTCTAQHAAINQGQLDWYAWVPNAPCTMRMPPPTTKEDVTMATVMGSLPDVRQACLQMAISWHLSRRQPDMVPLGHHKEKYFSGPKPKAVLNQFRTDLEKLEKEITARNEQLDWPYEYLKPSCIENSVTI
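Hydroperoxide product was detected by ferrous iron/xylenol orange as the 573 to 405 nm absorbance ratio. Arachidonic acid at 40 uM (final) was turned over for 30 min at room temperature by 150 nM human 12hLO, pH 7.0 Hepes buffer, after 15 min compound preincubation.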
An asterisk follows results filed as active; ? = inconclusive; & = joins results of further samples; [ ] = another dose, or the depositor's remark. % is scaled to controls: 0 for no effect and ±100 for the full control effect; potency is read from the fitted curve at half-maximal effect. Some of the compounds tested, so the mix of outcomes need not match the whole.

ALOX12 inh	Compound
2%	COCCNC(=O)C(C)[C@@H]1CC[C@@]2(C)CC[C@H](NC(=O)c3cccc(F)c3)[C@@H](C)[C@@H]2[C@H]1O (stereo not given in full)
-9%	CN(CC(=O)N1CCN(Cc2ccccc2)CC1)S(=O)(=O)c1ccc(Cl)cc1
?	Cc1nc(CN2Cc3nc(OCc4ccc(F)cc4)ccc3OCC2=O)cs1
-4%[176 µM]	COc1cccc(C(=O)NC[C@@H]2CC[C@H]3C[C@@H]2C3(C)C)c1
32%	CN1C[C@H](O)C[C@H]1c1nnc2n1CCN(C(=O)Cc1ccccc1)CC2
13%	Cc1ccc(C(=O)Nc2cnc3ccccc3c2)cc1[N+](=O)[O-]
11%	CCC(C)NC(=O)c1cccc(CNC(=O)C2CCCC2)c1 (stereo not given)
8%	c1ccc(Oc2ccc(CNc3ncccn3)cn2)cc1
29%[176 µM]	O=C(Nc1cccnc1)c1cc(-c2ccccc2F)cc2c1OCCN2Cc1cccnc1
-29%	CCN(Cc1cccc(C)c1)Cn1ncc2cn(-c3ccccc3)nc2c1=O
5%	CC(C)CNC(=O)N1CC(Oc2ccc(-c3noc(C4CCOCC4)n3)cc2)C1
?	CNC(=O)NC(=O)CSc1ccc(Br)cc1
11%	Cc1ccc(C)c(C(O)Cn2ccn3nc(-c4cccs4)cc3c2=O)c1 (stereo not given)
22%	CN1CCC(Oc2ccc(NC(=O)C3(c4ccccc4)CC3)cn2)CC1
-26%	COc1ccc(C2=Nc3ccccc3N(C(=O)Cc3cc(OC)cc(OC)c3)C2C(=O)NC(C)(C)C)cc1 (stereo not given)
?	CCc1ccc(C2C(C(=O)OC(C)C)=C(C)N=C3SCCC(=O)N32)cc1 (stereo not given)
-8%[176 µM]	CC1=C[C@@H](CNS(C)(=O)=O)[C@H](C(C)C)C[C@H]1Cc1nc2ccccc2[nH]1
27%	CC(=O)Nc1cccc(C(=O)NCc2nc(C)cs2)c1
-39%	CCNC(=O)c1ccc(CNC(=O)OC(C)(C)C)cc1
-2%	CCCCCC1=CCC/C1=N\NC(=O)c1ccco1
44%[activator]	COc1cccc(CC(=O)N2CCC3(CC2)CC(OC)CCO3)c1 (stereo not given)
-26%	O=C(NCc1ccccc1)O[C@@H]1CO[C@H]2[C@@H]1OC[C@@H]2Nc1nccc(-c2ccc3c(c2)OCO3)n1
6%	CCC[C@H]1[C@@H](NS(=O)(=O)c2ccc(C)cc2)CC[C@@]23CCCN2C(=O)CCC[C@@H]13
3%	CC(C)CC(NC(=O)c1cccc(-n2cnnc2)c1)c1ncnn1C (stereo not given)
-30%	O=CC1=C(c2ccccc2)SC(c2ccccc2)C(Cc2ccccc2)=C1 (stereo not given)
-3%	CCCCC(=O)n1ccn(S(=O)(=O)c2ccc(C)cc2)c1=O
-2%	Cc1ccccc1OCCNC(=O)c1cc(=O)c2ccccc2o1
?	Cc1ccc(S(=O)(=O)N2CCC(CC(=O)NCc3ccccc3)C2)c(C)c1 (stereo not given)
?	O=S(=O)(Nc1nc2ccccc2nc1NC1CCCC1)c1ccc2ccccc2c1
-19%	O=C(Nc1ccc(C(=O)O)cc1)/C(=C\c1ccco1)NC(=O)c1ccc(Br)cc1

4 entries from above, as labelled records.
> O=C(Nc1cccnc1)c1cc(-c2ccccc2F)cc2c1OCCN2Cc1cccnc1
- ALOX12 inh: 29%[176 µM]

> CCN(Cc1cccc(C)c1)Cn1ncc2cn(-c3ccccc3)nc2c1=O
- ALOX12 inh: -29%

> CC(C)CNC(=O)N1CC(Oc2ccc(-c3noc(C4CCOCC4)n3)cc2)C1
- ALOX12 inh: 5%

> CNC(=O)NC(=O)CSc1ccc(Br)cc1
- ALOX12 inh: ?

Next records.
ALOX12 inh	Compound
-49%	Cc1ccc(C2=CC(=O)N(CCN)C2)cc1
-10%	CCOC(=O)[C@]12CCCC=C1N(Cc1ccc(Cl)cc1Cl)C(=O)[C@H](CC(=O)NCc1cccs1)C2
?	CC(C)Cn1nnnc1SCC(=O)N(Cc1cccs1)c1ccc2c(c1)OCCO2
6%	COc1cccc(C(=O)NCCC2CCN(C(=O)Nc3ccc(C)c(F)c3)CC2)c1
-4%	CN(Cc1nc2ccsc2c(=O)[nH]1)C(=O)C1NCCc2[nH]cnc21 (stereo not given)
-4%[176 µM]	COc1cc(C)c2c(c1C)C[C@H](C(C)C(=O)N1CCSCC1)CC2 (stereo not given in full)
?	O=S(=O)(NC[C@H]1O[C@@H](CO)[C@@H](O)[C@H]1N1CCN(c2ccccn2)CC1)c1ccccc1
-8%	CCC(C)NC(=S)Nc1cccc(C)c1 (stereo not given)
16%	COc1ccc(CCC(=O)NCCC2CCN(C(=O)Nc3cc(F)ccc3F)CC2)cc1
1%	CC(C)(c1nc(-c2cccnn2)no1)n1cccc1
48%[activator]	CCOc1ccc(NC(=O)Cn2c(-c3cnccn3)nc(C)c(CCO)c2=O)cc1
13%	COc1ccc(OC)c(NC(=O)C2(C)CCN2Cc2ccsc2)c1 (stereo not given)
-4%	CCOc1ccc(NC(=O)Cn2c(=O)n(-c3ccccc3)c(=O)c3c2cc(C)n3C)cc1
?	O=c1nc2n(-c3cccc(Cl)c3)c3cccc(Cl)c3cc-2c(=O)[nH]1
7%&12%[6.33 µM]	O=C1NC(=NC2CCCCC2)C2(CCN([S+](=O)([O-])c3ccccc3)CC2)N1c1cccnc1
?	CCN(c1ccc(-c2csc(-c3cccs3)n2)cc1)S(C)(=O)=O
8%	O=C(Nc1ccc(Cl)cc1)C1CC(=O)N(c2n[nH]c3cccc(F)c23)C1 (stereo not given)
-20%	Cc1cc(Nc2cc(F)ccc2F)n2nc(-c3ccco3)nc2n1
-12%	COc1ccc2c(C)c(CC(=O)NCc3ccccc3OC)c(=O)oc2c1
25%	CCC(C)NC(=O)c1cc2cccc(OC)c2oc1=O (stereo not given)
-4%	O=C(Nc1cccc(Cl)c1)c1ccc2sc([C@@H]3O[C@H](CO)[C@H](O)[C@H](O)[C@H]3O)nc2c1
5%	CN1CCN(c2ccncc2S(=O)(=O)N2CCCC2)CC1
?	O=S(=O)(Nc1nc2ccccc2nc1Nc1ccc2c(c1)OCCO2)c1ccc(Cl)cc1
?	CC(=O)c1ccc(NC(=O)CC2C=CCC2)cc1 (stereo not given)
-16%	Cc1ccc2nc(SCC(=O)NCC3Cc4cc(-c5ncccc5C)ccc4O3)[nH]c2c1 (stereo not given)
3%	CC1=C[C@@H](CNC(=O)c2ccc(F)cc2)[C@H](C(C)C)C[C@H]1Cc1nnc(-c2ccncc2)o1
-27%	CC(=O)c1cnn(-c2cc(Nc3cccc(Cl)c3)nc(C)n2)c1C
6%	CCOC(=O)C1(C)CCCN1C(=O)c1c(F)cccc1F (stereo not given)
?	O=C(O)CCC(=O)c1ccc(Cl)s1
?	CCOC(=O)c1c(C)c2ccccc2n2cc(CN3CCOCC3)c(C#N)c12

Looked up above.
COc1ccc(OC)c(NC(=O)C2(C)CCN2Cc2ccsc2)c1 (stereo not given) – ALOX12 inh: 13%
CCOc1ccc(NC(=O)Cn2c(=O)n(-c3ccccc3)c(=O)c3c2cc(C)n3C)cc1 – ALOX12 inh: -4%
CCC(C)NC(=O)c1cc2cccc(OC)c2oc1=O (stereo not given) – ALOX12 inh: 25%

New compounds follow:
ALOX12 inh	Compound
?	COc1cccc(CC(=O)N2CC(CO)C3(CCNCC3)C2)c1 (stereo not given)
?	C/C(=N/NC(=S)NC(C)C)c1ccc(Cl)cc1Cl
0%	CSCc1ccc(N2CCC(C(C)N3CCCC3)CC2)nc1 (stereo not given)
13%	COCC(=O)N1CCC(Oc2ccccc2-c2nc(C3CCOCC3)no2)C1 (stereo not given)
22%[176 µM]	O=C(Nc1ncc(-c2cccc(F)c2)c2c1OCC2)c1ccc(Cl)cc1
-9%	CCCS(=O)(=O)NC(=O)C1(C)CCCN(C(=O)/C=C/c2ccccc2)C1 (stereo not given)
-28%	CCn1nc(C(=O)Nc2nc(-c3cccs3)cs2)c2ccccc2c1=O
69%[activator]	CN(Cc1cnccn1)C(=O)[C@H]1CCC[C@@H](O)C1
12%	CC(=O)Nc1ccc(S(=O)(=O)N2CCCC(C(=O)Nc3cccc4ncccc34)C2)cc1 (stereo not given)
30%	Cc1c(C#N)c(NC(=O)CN2CCC(C(=O)N3CCCCCC3)CC2)n(C2CCCCC2)c1C
45µM*	O=C(COc1ccc(-n2cnnn2)cc1)N1CCN(S(=O)(=O)c2ccc3ccccc3c2)CC1
60%[activator]	CN1CC2(CCN(S(=O)(=O)c3cccnc3)CC2)CC1C(=O)N1CCOCC1 (stereo not given)
-3%	CCCCCCN1C[C@@H](O)[C@H](n2cc(C3CC3)nn2)C[C@@H]1c1ccc(OC)cc1
7%[176 µM]	CCN(CC)C(=O)C(C)[C@@H]1CC[C@@]2(C)CC[C@H](NC(=O)CC(C)(C)C)[C@@H](C)[C@@H]2[C@H]1O (stereo not given in full)
?	CC(NC(=O)CC(C)(C)CC(=O)O)c1cc2ccccc2o1 (stereo not given)
15%[176 µM]	O=C(NC[C@H]1OC[C@@H](NC2CCCC2)[C@@H]1O)c1cccs1
?	COC(=O)C1=C(C)N(Cc2cccc(C(F)(F)F)c2)C(=NCc2cc(OC)c(OC)c(OC)c2)NC1c1cccc(C(F)(F)F)c1 (stereo not given)
25%	CC(=O)Nc1ccc(S(=O)(=O)[C@H]2CS(=O)(=O)C[C@@H]2N2CCN(C(C)=O)CC2)cc1
3%	COc1cc(=O)n2c(c1C(=O)N(C)Cc1nonc1C)CCN(CC1CC=CCC1)CC2 (stereo not given)
?	CC1CCCCN1CCNC(=O)c1cc2c(s1)-c1ccccc1OC2 (stereo not given)
-23%	COc1ccc(NC(=O)c2cc(-c3cccnc3)nc3ccccc23)cc1
4%	Cn1c(=O)c2c(ncn2CC(=O)NCCCO)n(C)c1=O
?	N/C(=C\C(=O)/C=C/c1cccs1)C(Cl)(Cl)Cl
-2%	O=C(NCc1cccc(F)c1)N1CCC(N2CC3CC(C2)[C@H]2CCCC(=O)N2C3)CC1 (stereo not given in full)
24%[176 µM]	COc1ccc([C@H]2C[C@@H](O)[C@@H](O)[C@@H]2NC(=O)c2cc(C)on2)cc1
20µM*	Cc1ccc(-n2c(-c3ccccc3)cc(C=Nc3ccc(C)c(C)c3)c2-c2ccccc2)cc1
46%[activator]	O=C(COC(=O)Cn1cnc2ccccc21)Nc1ccc(Cl)cc1C(F)(F)F
26%	O=C(Cc1cccc(F)c1)N1CCC(Cc2noc(C3CCOCC3)n2)C1 (stereo not given)
-5%	CC(C)c1nc2cc(NC(=O)CNC(=O)c3ccco3)ccc2o1
20%	COc1ccccc1NC(=O)Cn1ccn2nc(-c3ccc(F)cc3)c(CO)c2c1=O
-3%	CC(C)n1ncc2cc(NC(=O)c3cccc(S(=O)(=O)N4CCCC4)c3)cnc21
35%[activator]	CN1C(=O)CCC2(CNC(=O)c3ccnn3C)CCC=C12 (stereo not given)
1%	CCC1CCCCN1C(=O)CCc1nc2ccccc2c(=O)[nH]1 (stereo not given)
5%	O=C(NC1CCCC1)c1ccc(Oc2ccccc2)cc1
20%	Cc1cc(C(=O)N2CC(=O)N(C3CCCCC3)CC(OCc3ccccc3)C2)n(C)n1 (stereo not given)
-47%	O=C(Nc1ccc(-c2noc(-c3cccs3)n2)cc1)c1ccc(Br)o1
?	CSc1cccc(NC(=O)C2CC3C=CC2C3)c1 (stereo not given)
-25%	Cc1noc(C)c1CCC(=O)Nc1nc(-c2ccc3c(c2)OCCO3)cs1
-43%	COC(=O)C(C)Oc1ccc2c(=O)c(Oc3ccccc3Br)coc2c1 (stereo not given)
11%[12.5 µM]	O=Cc1ccc(N2CCN(C(=O)N3CCCC3)CC2=O)cc1
-19%	CCC(C)NC(=O)c1cccc(N(C)C)c1 (stereo not given)
3%	CCOc1ccccc1N1CCN(c2nc(-c3cccnc3)nc3ccccc23)CC1
-15%	CCc1cccc2c(C(=O)CN3C(=O)NC(C)(c4ccc5c(c4)OCCO5)C3=O)c[nH]c12 (stereo not given)
20%	COc1cccc([C@@H]2CN(C(=O)c3c(C)noc3C)C[C@H]2C(=O)O)c1OC
-67%	COC(=O)[C@]12CCCCC=C1N(CCC1=CCCCC1)C(=O)[C@H](CC(=O)NCc1ccc(C)o1)C2
?	c1ccc(CN2CC(Oc3ccc4c(c3)OCO4)C2)cc1
1.3µM*	O=C(c1ccc(F)cc1)N1CCC2(CC1)NC(=O)N(c1ccccc1Cl)N2
?	COc1ccc(C(=O)C=Cc2ccc3c(c2)OCO3)cc1OC
3%	O=C(O)c1cc(-c2ccccn2)nc2ccc(F)cc12
45%[activator]	COc1ccccc1CCC(=O)N1CC(F)(F)C[C@H]1c1nc(C)no1
12%[176 µM]	CC(C)N1CC[C@@H]2[C@H]1C(=O)NC[C@H](CCC(=O)N1CCN(c3ccccn3)CC1)N2C
-29%	O=C(CNC(=O)c1cc2ccccc2oc1=O)c1ccccc1
?	OCc1nc2ccccc2n1CC(O)COc1cc(Cl)ccc1Cl (stereo not given)

Some of the entries so far, with tabs:
Structure	ALOX12 inh
CCOc1ccccc1N1CCN(c2nc(-c3cccnc3)nc3ccccc23)CC1	3%
COc1ccccc1CCC(=O)N1CC(F)(F)C[C@H]1c1nc(C)no1	45%[activator]
Cc1cc(C(=O)N2CC(=O)N(C3CCCCC3)CC(OCc3ccccc3)C2)n(C)n1 (stereo not given)	20%
